Screening results: PubChem, The Scripps Research Institute Molecular Screening Center
MITF primary: MITF inhibitors, primary screen, biochemical, AlphaScreen, human; Microphthalmia-associated transcription factor (Homo sapiens), O75030; AlphaScreen MITF homodimerization, bead proximity signal; inhibition, % at 2.6 µM; hit rate 0.91% among 650,000; in the data active = inhibition above about 50%;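 note: 0% = vehicle wells with protein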
FBW7 act: FBW7 E3 ligase activators, primary screen, biochemical, AlphaScreen, human. AlphaScreen FBW7–phospho-cyclin E peptide binding, activator screen. F-box/WD repeat-containing protein 7 (Homo sapiens), Q969H0. normalized activity (activation), % at 26.1 µM. hit rate 0.13% among 650,000; in the data active = normalized activity above about 1.9%;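 note: purified mutant Fbw7 with reduced substrate affinity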
Target sequence (Q969H0 whole entry, looked up): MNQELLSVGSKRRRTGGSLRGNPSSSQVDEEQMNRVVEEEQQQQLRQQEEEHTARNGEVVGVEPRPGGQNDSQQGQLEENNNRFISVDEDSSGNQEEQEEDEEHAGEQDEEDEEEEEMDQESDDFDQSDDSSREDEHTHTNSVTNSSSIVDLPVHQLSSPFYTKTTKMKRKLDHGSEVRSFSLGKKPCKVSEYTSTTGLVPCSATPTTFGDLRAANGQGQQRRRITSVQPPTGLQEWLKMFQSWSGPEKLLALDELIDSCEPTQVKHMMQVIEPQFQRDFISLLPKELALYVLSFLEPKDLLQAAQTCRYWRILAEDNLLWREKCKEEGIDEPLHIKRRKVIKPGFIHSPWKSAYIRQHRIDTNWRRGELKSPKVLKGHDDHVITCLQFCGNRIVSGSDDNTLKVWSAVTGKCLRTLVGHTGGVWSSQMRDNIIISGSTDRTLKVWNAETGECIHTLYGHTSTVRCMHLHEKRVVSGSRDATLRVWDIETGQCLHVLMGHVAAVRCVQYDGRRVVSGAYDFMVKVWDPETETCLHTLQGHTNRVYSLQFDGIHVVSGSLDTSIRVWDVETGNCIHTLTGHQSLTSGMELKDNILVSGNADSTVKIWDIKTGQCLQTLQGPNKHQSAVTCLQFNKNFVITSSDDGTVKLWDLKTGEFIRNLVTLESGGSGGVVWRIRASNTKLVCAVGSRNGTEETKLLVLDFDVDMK
GPR151 ag: activators of human GPR151, primary screen, cell-based, PathHunter beta-arrestin, luminescence. G-protein coupled receptor 151 (Homo sapiens), Q8TDV0. PathHunter beta-arrestin GPR151 cells. activation, % at 11.2 µM. hit rate 1% among 650,000. AID 1508602, 2020; in the data active = activation above about 4.9%;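 note: 0% = median of compound wells and 100% = cells with positive control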
Target sequence (Q8TDV0 whole entry, looked up): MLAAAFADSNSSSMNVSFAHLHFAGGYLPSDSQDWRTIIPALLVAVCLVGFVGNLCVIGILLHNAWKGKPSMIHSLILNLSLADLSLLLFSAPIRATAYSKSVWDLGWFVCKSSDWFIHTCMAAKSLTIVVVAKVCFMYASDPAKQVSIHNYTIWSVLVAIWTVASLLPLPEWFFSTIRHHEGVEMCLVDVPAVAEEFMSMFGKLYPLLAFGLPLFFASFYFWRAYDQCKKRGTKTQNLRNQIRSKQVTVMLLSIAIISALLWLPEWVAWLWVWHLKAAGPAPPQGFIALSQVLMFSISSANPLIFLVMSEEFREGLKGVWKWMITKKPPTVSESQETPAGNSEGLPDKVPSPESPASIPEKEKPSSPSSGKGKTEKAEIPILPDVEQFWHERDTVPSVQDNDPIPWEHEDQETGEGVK
TEAD-YAP inh: TEAD-YAP interaction inhibition, primary screen, TEAD-YAP interaction inhibitor project, luminescence, HEK-TIYL cells | inhibition, % at 9.12 µM | hit rate 1.4% among 640,000 | TEAD-Gal4/YAP UAS-luciferase luminescence; in the data active = inhibition above about 32%;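 note: 0% = median of test compound wells and 100% = reference inhibitor wells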
* hit, by the source's call; & = joins results of further samples.

SMILES | MITF primary | FBW7 act | GPR151 ag | TEAD-YAP inh
C(#CC(N1CCOCC1)N1CCOCC1)C1CC1 | 0.2 | -0.1 | -0.1 | 13.8
O=C(Nc1nnc(-c2ccc3c(c2)OCCO3)o1)c1ccc(Cl)cc1Cl | -0.5 | 0.1 | 0.8 | 0.7
CCOC(=O)CCNC(=O)N1CCCC(N2CCN(c3ccc(OC)cc3)CC2)C1 (configuration not stated) | -7.0 | 0.0 | -1.4 | -31.3
CCC(C)c1ccccc1N1CC(C(=O)O)CC1=O (configuration not stated) | 10.6 | 0.2 | -0.5 | 8.1
CCNC(=O)c1nn(CC2CC2)c2c1CN(CCC(C)c1ccc(C)o1)CC2 (configuration not stated) | -4.7 | 0.2 | 0.7 | -0.3
CCOc1ccc2c(C)c(Cl)c(=O)oc2c1 | 4.3 | -0.1 | 0.4 | -13.9
Cc1c(C(=O)N/N=C2/CCCc3ccccc32)nnn1-c1nonc1N | -2.1 | 0.0 | -1.7 | -3.8
COc1cc(/C=c2\sc3nc4c(C)cccc4n3c2=O)cc(OC)c1O | -9.1 | -0.1 | 1.0 | -2.2
COc1ccc(NC(=O)c2ccco2)cc1NC(=O)c1ccccc1F | -4.7 | 0.3 | 3.5 | 12.2
COc1ccc(CNC(=O)Cc2csc(SCc3ccc(C)cc3)n2)cc1 | 2.9 | -0.1 | -0.2 | 4.5

One compound at a time (already shown). Values in the order: MITF primary | FBW7 act | GPR151 ag | TEAD-YAP inh
O=C(Nc1nnc(-c2ccc3c(c2)OCCO3)o1)c1ccc(Cl)cc1Cl in the list: -0.5 | 0.1 | 0.8 | 0.7
COc1ccc(NC(=O)c2ccco2)cc1NC(=O)c1ccccc1F in the list: -4.7 | 0.3 | 3.5 | 12.2
CCC(C)c1ccccc1N1CC(C(=O)O)CC1=O (configuration not stated) in the list: 10.6 | 0.2 | -0.5 | 8.1
COc1ccc(CNC(=O)Cc2csc(SCc3ccc(C)cc3)n2)cc1 in the list: 2.9 | -0.1 | -0.2 | 4.5

Following part
SMILES | MITF primary | FBW7 act | GPR151 ag | TEAD-YAP inh
O=C(c1cccc(N2C(=O)C3C4C=CC(C4)C3C2=O)c1)N1CCN(c2ccccc2Cl)CC1 (configuration not stated) | 6.0 | 0.5 | -1.2 | 1.8
CCc1ccc(CN(C)Cc2c(C(=O)N3CCCCC3)nc3sccn23)nc1 | -8.3 | -0.2 | 3.3 | 0.6
CCCOc1ccc(N2C(=O)CC(SC(=NCC)NCC)C2=O)cc1 (configuration not stated) | 20.9 | 0.9 | 0.1 | 4.3
O=C1CCCN1CCn1cnc2c(Nc3ccc(N4CCOCC4)cc3)nc(-c3csc4ccccc34)nc21 | -8.6 | 0.1 | 1.2 | -19.3
COc1ccc(S(=O)(=O)N(C)CC(=O)NCc2ccc3c(c2)OCO3)cc1C | -1.0 | 0.8 | -0.4 | 6.4
Nc1nonc1C(=O)N/N=C/c1ccc(-c2ccc(Cl)c([N+](=O)[O-])c2)o1 | -3.2 | -0.2 | -1.0 | 7.5
N#Cc1c(NC(=O)c2ccc([N+](=O)[O-])o2)sc2c1CCCCC2 | 18.8 | -0.3 | -1.4 | -18.7
Fc1ccc(-c2[nH]c(C3CC=CCC3)nc2-c2ccccc2)cc1 (configuration not stated) | 5.3 | 0.1 | 1.6 | 3.2
Cc1ccc(-c2noc(C(C)NC(=O)c3ccccc3)n2)cc1 (configuration not stated) | 10.1 | 0.9 | 0.0 | 17.2
COc1ccc2ccccc2c1C(=O)N(CCCCN1C(=O)c2ccccc2C1=O)c1ccc(C)cc1 | 8.8 | 0.0 | -1.2 | 6.9
OC1CCN(Cc2ccc3c(c2)CN(Cc2ccc4nsnc4c2)CCO3)CC1 | 4.0 | -0.1 | 3.8 | 4.6
CN(C)CCN(C(=O)C1=COCCO1)c1nc2ccc(Br)cc2s1 | -12.3 | 0.0 | 0.6 | -28.4
CCOCCCN1C(=O)C2C(C(=O)Nc3ccc(OC)cc3)C3C=CC2(O3)C1C(=O)NC1CCCCC1 (configuration not stated) | 11.3 | 0.2 | -0.5 | 9.8
CSc1ncccc1C(=O)OC1CCCCC1=O (configuration not stated) | 1.5 | 0.0 | 0.0 | 8.8
Cc1cc(NC(=O)C(=O)NCC2CCCCC2)ccc1Br | -1.6 | -0.1 | -0.8 | 0.5
Cc1cc(C(=O)OCc2ccc(F)cc2)ccc1[N+](=O)[O-] | 5.2 | -0.3 | -0.2 | -8.2
Cc1ccc(/C(O)=C2\C(=O)C(=O)N(CCN(C)C)C23C(=O)N(C)c2ccccc23)cc1 (configuration not stated) | 4.5 | 0.0 | 0.8 | 9.9
O=C1CC(n2nnn(-c3ccc(I)cc3)c2=S)C2COC1O2 (configuration not stated) | -12.5 | -0.1 | -2.0 | 4.4
CC1=NN(c2ccccc2)C(=O)/C1=C/c1ccc(-c2ccc(C(=O)O)cc2)o1 | 15.7 | 0.1 | -1.0 | 1.1
COc1ccc(NC(=O)C(=O)N/N=C/c2ccc3c(c2)OCO3)cc1 | 35.5 | 0.1 | 0.0 | 5.6
CC(C)CNC(=O)CC1Sc2ccc(C(F)(F)F)cc2NC1=O (configuration not stated) | 7.1 | -0.1 | 4.0 | 3.9
NS(=O)(=O)c1ccc(NC(=O)CSc2nc3cc(Cl)ccc3s2)cc1 | 2.0 | 0.4 | 6.1* | -5.0
CCn1c(=O)n(CC(=O)N(C)C)c2cccnc21 | -3.4 | 0.4 | -0.5 | 10.8
COC(=O)/C=C\c1cc(Br)ccc1C#N | -4.7 | 0.2 | -0.1 | 8.8
CCn1c(O)c(C=NCc2ccc3c(c2)OCO3)c(=O)[nH]c1=S | -4.5 | -0.1 | 0.6 | 1.4
Cc1ccc(OCC(O)CN(CCO)CCO)c(C)c1 (configuration not stated) | 13.2 | 0.1 | 0.1 | -9.7
C#CCOC1(c2ccc(Cl)cc2)OC(=O)c2ccccc21 (configuration not stated) | -0.2 | 0.1 | -0.2 | -0.1
CN1CCN(Cc2cccn2-c2nccs2)CC1CCO (configuration not stated) | 17.9 | 0.2 | -0.8 | 6.2
COc1cc(Nc2nc(-c3ccc(C(=O)NC4CC4)cc3)nc3c2ncn3C(C)C)cc(OC)c1OC | 8.4 | 0.1 | 2.4 | 26.6
CCC1CCC(NC(=O)c2cn(-c3ccc(F)cc3F)c(=O)c3ccccc23)CC1 (configuration not stated) | 14.7 | 0.1 | 0.2 | 1.8
N#C/C(=C/c1ccc(O)cc1)C(=O)NCCc1c[nH]c2ccccc12 | -1.0 | -0.2 | -0.5 | 16.0
COc1ccc(/C=C(/NC(=O)c2ccc(Cl)cc2Cl)C(=O)N2CCCCCC2)cc1 | 4.9 | 0.0 | 0.0 | 0.5
CC1(C)OCCC(C=C(C#N)C#N)=C1N1CCOCC1 | 10.1 | -0.4 | 0.1 | 4.8
O=C(c1nn2c(c1Cl)NC(c1cccs1)CC2C(F)(F)F)N1CCN(Cc2ccccc2)CC1 (configuration not stated) | 1.6 | -0.1 | 0.0 | -6.3
C=CCn1c(SCC(=O)Nc2ccc(F)c(Cl)c2)nnc1-c1ccco1 | 15.3 | -0.1 | -1.6 | -3.2
CC(=O)Nc1cccc(S(=O)(=O)N2CCCCCC2)c1 | 8.2 | -0.1 | 0.5 | -4.2
COc1cccc(Nc2c([N+](=O)[O-])nc([N+](=O)[O-])n2CCO)c1 | 34.5 | -0.1 | -0.7 | -9.2
O=C(O)C1CC(O)CN1C(=O)OCc1ccccc1 (configuration not stated) | 11.2 | 0.3 | 0.8 | 18.2
Cc1ccc(OCC(=O)Nc2nnc(SCC(=O)c3ccccc3)s2)cc1 | -12.3 | -0.1 | -0.2 | -6.4
CC1Cc2nc(SCC(=O)Nc3ccccc3F)n(Cc3ccccc3)c(=O)c2S1 (configuration not stated) | 17.2 | 0.0 | 0.4 | -2.7
O=C(OCC(=O)c1c[nH]c2ccccc12)c1ccc2c(c1)OCCO2 | -0.6 | 0.0 | 1.0 | -32.9
Cc1nn(-c2ccccc2)c(C)c1/C=C(\C#N)C(=O)OCCN1C(=O)c2ccccc2C1=O | -2.8 | 0.0 | 0.4 | -1.4
COC(=O)C1=C(C)NC2=C(C(=O)CCC2)C1c1cccc(C(F)(F)F)c1 (configuration not stated) | -15.1&6.2 | -0.1&-0.1 | 0.1&-0.9 | 3.5&8.4
CC(Oc1ccccc1F)C(=O)Nc1ccccc1Cl (configuration not stated) | -1.2 | 0.1 | 2.0 | -2.1
Cn1c(=O)c2c(NC(=O)c3ccc4ccccc4c3)ccnc2n(C)c1=O | 6.9 | 0.0 | 0.1 | 5.2
Cc1[nH]nc2c1C1(C(=O)Nc3ccc(F)cc31)C(C#N)=C(N)O2 (configuration not stated) | 10.8 | 0.8 | 0.4 | -3.5
Cc1ccccc1Cn1c(C)c(CNCCC2=CCCCC2)c(C(=O)O)c1C | 14.0 | -0.2 | 0.8 | -1.4
COCCCNC(=O)CC1C(=O)NCCN1CC(c1ccccc1)c1ccccc1 (configuration not stated) | -6.8 | -0.1 | -0.9 | 1.0
COc1ccc(C(=O)O/N=C(\N)Cc2ccc(Cl)cc2Cl)cc1OC | 17.0 | 0.7 | 0.2 | -6.4
Cc1cc(N(CC(=O)N(C)C)S(C)(=O)=O)ccc1Br | 9.7 | 0.8 | -1.5 | -4.8

Later entries
SMILES | MITF primary | FBW7 act | GPR151 ag | TEAD-YAP inh
Cc1noc(C)c1S(=O)(=O)Nc1nccnc1-c1ccc(CO)cc1 | -8.7 | -0.4 | 0.0 | 2.9
COc1cc(C(=O)Nc2nnc(CC(C)(C)C)s2)c([N+](=O)[O-])cc1OC | 9.6 | 0.1 | 1.4 | 3.8
COCCNC(=O)C1CC(=O)N(C2CCCCCCC2)C1 (configuration not stated) | 8.7 | 0.2 | -0.8 | 1.1
O=C(C1CCN(C2CCN(Cc3cccc(Cl)c3)CC2)CC1)N1CCCC1 | 1.0 | -0.1 | -0.1 | 8.1
CCOC(=O)N1CCN(C2CC(=O)N(c3cccc4ccccc34)C2=O)CC1 (configuration not stated) | -6.3 | -0.1 | -0.2 | -2.0
O=C(CCCC(=O)Nc1cccc(Br)c1)N/N=C/c1ccc(Cl)cc1 | 3.5 | 0.0 | -0.1 | -7.5
COc1cccc(C(=O)Nc2ccccc2N2CCN(C(C)=O)CC2)c1 | -0.3 | -0.4 | -0.8 | 2.0
Cc1ccc(Cl)cc1NC(=O)CSc1nncn1C | 25.6 | 0.1 | 0.1 | 0.6
CC1(C)CC(=O)C2=C(C1)N(c1cc(C(F)(F)F)ccc1Cl)C(N)=C(C#N)C2c1ccccc1 (configuration not stated) | 16.2 | 0.2 | 0.6 | -0.3
COc1ccc(CN2CCOc3ccc(CN4CCCCC4CO)cc3C2)c(OC)c1 (configuration not stated) | -6.4 | 0.1 | 0.5 | -9.1
N#Cc1c(NC(=O)C(=O)NCC2CCCO2)sc2c1CCCC2 (configuration not stated) | -5.7 | -0.2 | 0.7 | 6.4
O=C(/C=C/c1ccccc1[N+](=O)[O-])N1CCCC1 | -1.5 | -0.1 | 0.8 | -2.9
CC(Nc1nc(Cl)nc(N)c1[N+](=O)[O-])C1CC2CCC1C2 (configuration not stated) | 3.5 | -0.1 | 1.1 | -2.6
O=C(Nc1ccc(-c2cn3ccccc3n2)cc1)c1cc2cc(Br)ccc2oc1=O | -6.4 | 0.1 | 1.3 | 1.9
CSc1nc(N2CCCC2)c2cnn(CCNC(=O)COc3ccc(Cl)cc3)c2n1 | -1.4 | 0.1 | -0.6 | -8.0
CC[C@@H]1NC(=O)[C@H]2CN(C(=O)c3ccc(C)cc3)CCN2C1=O | -4.0 | 0.1 | -0.7 | 4.0
CCOc1ccc(N2COc3ccc(OC)cc3C2)cc1 | 24.3 | -0.1 | -1.7 | -0.3
COc1cccc(OC)c1C(=O)NCCOc1ccc2nnc(-c3ccccc3)n2n1 | 4.8 | 0.1 | -0.8 | -4.0
CS/C(N)=N/N=C/c1cc(C)cc(C=O)c1O | 8.8 | 0.4 | -0.4 | 4.1
O=C1C2C(c3ccccc3)C=CC(c3ccccc3)C2C(=O)N1c1ccc(Cl)cc1 (configuration not stated) | 0.8 | 0.3 | -0.1 | -4.2
Cc1ccc(C(N)=O)c2c1CC(C)(C)O2 | -17.4 | -0.1 | -0.4 | 0.0
COC(=O)Cc1[nH]nc2c1C1(C(=O)Nc3ccccc31)C(C#N)=C(N)O2 (configuration not stated) | 66.3* | -0.1 | -0.1 | -6.3
O=C1CCC(=O)N1c1ccc(Oc2ccc(Cl)cc2Cl)cc1 | -0.3 | -0.1 | 0.7 | -6.1
O=C(Nc1ccc(Cl)cc1)c1ccc(N2CC3CC(C2)c2cccc(=O)n2C3)c(NC(=O)c2c(F)cccc2F)c1 (configuration not stated) | 1.8 | 0.3 | -1.1 | 1.8
CCOC(=O)c1oc2ccccc2c1NC(=O)c1ccc(S(=O)(=O)N(C)Cc2ccccc2)cc1 | 1.5 | 0.2 | 1.2 | -3.9
COc1cccc(-c2nc(C=Nc3ccc(Cl)cc3Cl)c(O)o2)c1 | 3.3 | -0.1 | 0.4 | -8.0
CCN(CCn1cccn1)c1nc2nonc2nc1NC1CCCC1 | -3.8 | 0.1 | -1.5 | 4.1

Pulled by compound from above (2):
SMILES | MITF primary | FBW7 act | GPR151 ag | TEAD-YAP inh
CCOCCCN1C(=O)C2C(C(=O)Nc3ccc(OC)cc3)C3C=CC2(O3)C1C(=O)NC1CCCCC1 (configuration not stated) | 11.3 | 0.2 | -0.5 | 9.8
C#CCOC1(c2ccc(Cl)cc2)OC(=O)c2ccccc21 (configuration not stated) | -0.2 | 0.1 | -0.2 | -0.1

Hits appear at their usual frequency. About 3.4% of those tested had a hit in this group.
